BoNT F protease: BoNT F light chain protease inhibition. AID 588497. Multiplex microsphere protease cleavage assay, flow cytometry. inhibition, % at 10 µM. actives 0.22% (n = 360,000); in the data active means inhibition above about 35%, passing the limit was not always enough; inconclusive means no clear call, values can overlap the other calls; further: plate controls were buffer without enzyme for full effect and enzyme alone for no effect
FadD28 FP inh: M. tuberculosis FadD28 bisubstrate binding inhibition. FadD28 bisubstrate probe binding, fluorescence polarization. inhibition, % at 12.5 µM. actives 0.22% (n = 360,000). AID 588549; in the data active means inhibition above about 8.5%, passing the limit was not always enough; inconclusive means no clear call, values can overlap the other calls
FBA Mtb inh: inhibitors of M. tuberculosis fructose-bisphosphate aldolase; purified M. tuberculosis FBA, fluorescence read-out; inhibition, % at 1 µM; AID 588726; P9WQA3; actives 2.3% (n = 360,000); in the data active means inhibition above about 27%;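 further: 0% = vehicle and 100% = reference inhibitor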
Anthrax LF prot: blocks Bacillus anthracis lethal factor protease; P15917; multiplex microsphere protease cleavage assay, LF; inhibition, % at 10 µM; actives 0.12% (n = 360,000); AID 588501; further: plate controls were buffer without enzyme for full effect and enzyme alone for no effect
Target sequence (P15917 whole entry, looked up): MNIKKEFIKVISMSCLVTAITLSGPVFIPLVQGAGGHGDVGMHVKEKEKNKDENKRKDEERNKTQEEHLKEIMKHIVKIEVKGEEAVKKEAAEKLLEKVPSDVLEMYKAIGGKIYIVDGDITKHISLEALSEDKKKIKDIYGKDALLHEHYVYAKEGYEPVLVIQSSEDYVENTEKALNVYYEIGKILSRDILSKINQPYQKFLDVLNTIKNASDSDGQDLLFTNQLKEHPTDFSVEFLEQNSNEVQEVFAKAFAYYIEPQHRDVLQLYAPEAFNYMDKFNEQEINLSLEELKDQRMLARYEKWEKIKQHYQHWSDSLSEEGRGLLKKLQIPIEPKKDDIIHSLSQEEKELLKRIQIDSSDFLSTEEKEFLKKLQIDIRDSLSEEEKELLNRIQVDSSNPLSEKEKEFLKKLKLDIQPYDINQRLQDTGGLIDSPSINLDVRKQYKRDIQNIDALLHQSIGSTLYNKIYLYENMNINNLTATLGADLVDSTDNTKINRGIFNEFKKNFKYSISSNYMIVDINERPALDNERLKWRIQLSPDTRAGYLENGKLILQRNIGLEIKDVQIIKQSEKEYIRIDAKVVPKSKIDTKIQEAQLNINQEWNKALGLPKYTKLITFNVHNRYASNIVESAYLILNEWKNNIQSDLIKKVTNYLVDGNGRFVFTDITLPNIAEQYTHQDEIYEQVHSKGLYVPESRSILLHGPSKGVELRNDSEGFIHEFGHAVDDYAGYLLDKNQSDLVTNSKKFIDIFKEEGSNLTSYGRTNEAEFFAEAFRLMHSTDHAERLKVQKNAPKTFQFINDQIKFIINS
BoNT-A LC inh2: inhibitors of Botulinum neurotoxin A light chain protease | multiplex microsphere protease substrate cleavage, flow cytometry | inhibition, % at 10 µM | actives 0.17% (n = 360,000); further: plate controls were buffer without enzyme for full effect and enzyme alone for no effect
Mtb UGM inh: Mtb UDP-galactopyranose mutase inhibition; purified UGM, fluorescence polarization probe displacement; actives 0.06% (n = 320,000); AID 504406; inhibition, % at 10 µM; in the data active means inhibition above about 10%, passing the limit was not always enough; inconclusive means no clear call, values can overlap the other calls
GDH-TPI inh: GDH-TPI coupled enzyme inhibition counter-screen | GDH-TPI coupled enzyme counterscreen, NADH absorbance | inhibition, % at 4.8 µM | actives 1.2% (n = 360,000) | AID 588335; in the data active means inhibition above about 30%;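 further: 0% = DMSO wells and 100% = wells lacking the enzyme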
PfHsp40 rescue: restores yeast growth despite PfHsp40 toxicity; AID 504582; S. cerevisiae expressing PfHsp40, growth rescue, ATP luminescence; growth rescue, % at 12.5 µM; actives 0.68% (n = 340,000); in the data active means growth rescue above about 28%, passing the limit was not always enough; inconclusive means no clear call, values can overlap the other calls;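 further: yeast W303a lacking pdr1 and pdr3 grown in galactose medium; growth measured after three days at 30 °C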
BioA inh: blocks M. tuberculosis BioA enzyme activity. inhibition, % at 9.99 µM. purified M. tuberculosis BioA enzyme, plate reader. actives 0.096% (n = 360,000); in the data active means inhibition above about 40%; inconclusive means no clear call, values can overlap the other calls
Starred values were filed as active, the others as inactive; ? = inconclusive; · = no result given; & = joins results of further samples. Unless noted, no stated cut-off is given here; in the data, active means inhibition above about 30%; inconclusive means no clear call, values can overlap the other calls; inactive means below that.

SMILES	BoNT F protease	FadD28 FP inh	FBA Mtb inh	Anthrax LF prot	BoNT-A LC inh2	Mtb UGM inh	GDH-TPI inh	PfHsp40 rescue	BioA inh
O=C(CN1C(=O)N/C(=C\c2ccccc2OCc2ccc(C(=O)O)cc2)C1=O)Nc1ccc(F)cc1	4	1.5	0	-2	3.0	1.2	16	1.0	0.1
O=C(CN1CCOCC1)NNC(=O)c1ccc([N+](=O)[O-])cc1	3	-3.6	-5	3	1.3	3.2	3	-0.9	-0.7
Cc1cc(C)cc(C(=O)N2CCN=C2SCc2ccc([N+](=O)[O-])cc2)c1	-2	-2.4	-1	-2	0.1	-0.5	-1	0.6	-1.7
CCCN1CCN(C(=O)Cn2cnc3sc(C)c(S(=O)(=O)N4CCC(C)CC4)c3c2=O)CC1	4	·	0	6	2.7	-0.3	1	-1.1	-0.8
Cc1ccc2oc(=O)cc(/C=C/c3ccccc3)c2c1	-13	-2.5	0	5	0.2	0.2	13	-0.9	·
COc1ccc(NC(=O)CCc2nnc3ccc(N4CCC(C)CC4)nn23)cc1	0	-0.7	1	-2	0.5	-2.7	12	0.0	0.4
C#CCOCCOCCOCCNc1nc(N2CCN(C(=O)[C@H](C)n3cc(CCC(=O)O)nn3)CC2)nc(N2CCN(C(=O)[C@H](CCCCN)n3cc(CCCC)nn3)CC2)n1	7	-0.5	1	0	0.0	·	4	0.2	-0.1
CCOC(=O)C1CCCN(C(=O)c2ccc3c(c2)C(C)(C)CCC3(C)C)CC1 (stereo unspecified)	-1	-0.1	-2	-5	-0.4	·	6	·	1.8
O=C(NCCCc1ccncc1)C1CCC(=O)N(Cc2cccc(F)c2)C1 (stereo unspecified)	4	0.8	0	1	-1.3	2.4	2	-0.3	-2.5
C(C#CCN1CCOCC1)#CCN1CCOCC1	9	-2.2	2	-6	0.1	·	3	-1.3	0.0
O=C(CCS(=O)(=O)c1ccc(Cl)cc1)N1CCN(S(=O)(=O)c2cccs2)CC1	26	-0.3	-5	-4	0.9	-0.7	7	0.5	-0.2
CCOC(=O)C1CCCN(C(=O)c2cc(Nc3ccc(OC)cc3)nc3ccccc23)C1 (stereo unspecified)	-4	22*	1	-1	-0.7	-1.2	7	4.4	1.3
C=CCOc1c(Br)cc(/C=N/n2c(CC)n[nH]c2=S)cc1Br	-2	-2.1	1	0	0.3	2.0	8	-1.0	·
COc1ccc(C(C)=O)cc1COC(=O)[C@H](Cc1ccccc1)NC(=O)c1ccco1	-2	-4.3	-3	-3	-0.2	-1.0	-8	0.5	0.1
O=C(Nc1nc(-c2ccccn2)cs1)c1cc(S(=O)(=O)N2CCOCC2)ccc1F	-4	-3.8	3	-1	3.1	·	10	0.5	3.4
C=CCOc1ccc(/C=C\c2nc(O)c([N+](=O)[O-])c(=O)[nH]2)cc1OCC	-14	-4.6	-3	2	-3.5	-1.1	21	1.2	-0.1
COc1cc(CCC(=O)OCC(=O)NC(=O)c2ccc(Cl)cc2)cc(OC)c1OC	-6	-0.4	1	0	-0.9	0.3	4	0.3	0.9
Cc1ccc(/C=N/NC(=O)c2cccc(S(=O)(=O)Nc3ccccc3Cl)c2)s1	-3	-1.7	0	-2	0.3	-0.4	25	-0.6	-0.1
Cc1nc2ccccc2nc1OCC(=O)Nc1ccc2ccccc2c1	-3	0.1	3	-2	0.4	-3.2	14	0.2	-3.9
CCCCN1C(=O)/C(=C/C=C2\Oc3ccccc3N2CC)SC1=S	-3	3.9	-1	-9	-1.5	·	1	-2.0	-2.5
C[C@]12CCC3C(CC[C@H]4C[C@@H](O)[C@H](O)C[C@]34C)C1CC[C@@H]2O (stereo partly specified)	2	0.3	6	6	-0.4	1.1	1	-1.5	·
CCC(C)NC(=O)[C@H](CSCc1ccccc1)N1Cc2ccccc2C1=O (stereo partly specified)	-3	-0.2	3	-6	-0.9	1.9	15	3.3	-1.0
Cc1ccc(N2C(=O)CSC2c2ccccn2)cc1Cl (stereo unspecified)	3	-3.0	-1	-8	-0.5	-0.2	-4	3.9	2.9
COCCNC(=O)Cn1nc(C(F)(F)F)c(Br)c1C	-4	-2.1	0	1	-1.4	2.5	2	-0.5	-0.5
C[C@H](CO)N1C[C@H](C)[C@@H](CN(C)S(=O)(=O)c2ccccc2C#N)OCc2cn(nn2)CCCC1=O	-5	0.3	1	0	-0.8	·	8	·	·
Cc1c(C)n(CCN(C)C)c2ncnc(NCc3ccccc3)c12	5	-1.3	-1	-4	-1.2	0.5	-1	-0.3	13
Cn1c(=O)c2c(nc(CN3CCOCC3)n2CCN2CCOCC2)n(C)c1=O	-3	-0.8	-1	5	0.6	1.8	8	-0.8	0.7
COc1ccc(-c2cc(C(=O)NCc3ccc(F)cc3)[nH]n2)c(C)c1	-9	-0.8	-1	-5	0.4	·	2	·	-0.1
CC1CCC(NC(=O)CN2CCN(S(=O)(=O)c3cccs3)CC2)CC1 (stereo unspecified)	-1	-0.1	0	-3	0.0	1.8	-4	-0.8	0.4
O=C(Nc1ccnn1C1CCN(Cc2ccc(C#CCCO)cc2)CC1)c1cccc(F)c1	5	-0.3	-2	-5	0.1	-1.6	1	0.0	0.0
O=C(O)c1cc([N+](=O)[O-])ccc1NCc1cccnc1	·	-2.0	0	·	·	3.0	4	-0.5	-0.3
O=C(c1cccc(S(=O)(=O)N2CCOCC2)c1)N(Cc1ccc(F)cc1)Cc1ccco1	-1	-1.8	2	-8	-0.8	-0.4	-1	-0.4	·
CCCCCCSc1ccc([C@H]2N[C@@](CC(C)C)(C(=O)OC)[C@H]3C(=O)N(C)C(=O)[C@@H]23)cc1OC	-4	-0.5	2	-1	-0.5	0.0	7	?	-1.2
O=S(=O)(Cc1ccccc1)Nc1ccc(Br)cn1	-1	-1.0	4	0	0.4	-0.7	4	-0.1	·
COc1ccc(/C=N/NC(=O)CN(C2=NS(=O)(=O)c3ccccc32)c2ccccc2)cc1OC	5	?	2	0	0.5	0.5	15	0.9	·
CN(C)CCCN(C(=O)c1ccco1)c1nc(-c2ccc(Cl)cc2)cs1	3	-5.2	2	-14	-0.4	0.3	2	1.0	-0.8
N#C/C(=C/c1ccc(Oc2ccc([N+](=O)[O-])cn2)cc1)C(=O)N1CCOCC1	1	-3.4	0	-5	0.1	0.8	10	-0.8	1.5
COCCNC(=O)c1ccccc1NC(=O)c1ccccc1N(C)S(=O)(=O)c1ccc(C)cc1	-12	-1.0	2	3	0.6	-1.4	9	0.4	0.2
COc1ccc(-c2nsc(SCC(=O)Nc3ccc4c(c3)OCO4)n2)cc1	0	-1.4	8	0	0.5	1.1	10	-1.3	·
CC(C)COC(=O)N(C)C[C@@H]1OCc2cnnn2CCCC(=O)N([C@@H](C)CO)C[C@H]1C	2	-1.5	-3	0	0.1	·	1	·	0.7&-0.6&-0.9
O=C(CN(C(=O)c1csnn1)c1cccc(Cl)c1)NCCc1ccccc1	-1	-1.9	3	9	-0.7	-1.0	9	-0.9	-1.9
O=S(=O)(Nc1cc(Cl)ccc1-n1cncn1)c1ccccc1Cl	-10	-0.4	1	2	-3.1	2.1	7	-0.2	5.6
Cc1cc(-c2nnc(SCC(=O)c3ccc4c(c3)OCCO4)o2)no1	-2	-0.3	0	-1	-0.5	1.7	11	-1.4	-2.2
C=CCNC(=O)COc1ccc(Oc2ccccc2)cc1	9	-3.5	4	-2	-0.8	-1.0	1	-0.1	·
CN(C(=O)c1ccccc1C(=O)OCC(=O)NC(=O)NC(C)(C)C)C1CCCCC1	-3	0.7	-1	0	-0.6	1.8	5	0.6	·
Cc1nnsc1C(=O)Nc1ccc(S(=O)(=O)N2CCCCC2C)cc1 (stereo unspecified)	0	-1.2	-3	-5	-0.5	-1.5	0	-0.8	1.0
CC(=O)Cn1nnc2sc(-c3ccccc3)cc2c1=O	1	-1.6	21	6	1.9	-0.3	10	-0.4	·
Cc1ccccc1N1CCN(C(=O)CCN2C(=O)c3ccccc3C2=O)CC1	-13	-3.2	-3	0	-0.3	-2.0	-6	2.9	-1.4
CCCCn1c(N)c(N(CCC(C)C)C(=O)c2ccc(C)o2)c(=O)[nH]c1=O	?	0.4	4	-4	-3.4	1.3	5	-2.0	-1.5
COc1cccc(-n2nc(C(=O)Nc3ccc4c(c3)OCO4)c3ccccc3c2=O)c1	5	0.0	2	6	0.3	0.2	22	0.8	0.6
S=c1[nH]nc(CSc2nc3ccccc3s2)n1C1CCCCC1	-27	0.7	8	1	-0.5	-0.4	3	5.4	-1.5
COc1cc2nc(N(C)C)nc(N)c2cc1OC	1	-4.0	80*	1	0.2	0.6	10	2.3	0.4
CC1=NN(/C(=N\c2nnc(C)s2)Nc2ccc(C(C)(C)C)cc2)[C@H](c2ccc(C)cc2)S1	-7	-1.6	1	0	0.5	0.2	1	10	0.9
CS(=O)(=O)N1CCN(C(=O)CCC2CCCC2)CC1	6	-0.7	1	-1	0.0	3.3	0	-0.5	0.7
O=C(O)c1cccc(CSc2n[nH]c(-c3ccc(Cl)cc3Cl)n2)c1	1	-3.8	-4	-3	0.7	6.5	-5	0.8	·
COc1ccc(C2c3ccc(O)cc3Oc3ncn(Cc4ccco4)c(=N)c32)cc1 (stereo unspecified)	2	-3.4	1	2	-0.1	0.5	10	0.5	·
COC(=O)/C=C(\C)N=Nc1c(O)[nH]c2ccccc12	-8	-5.3	-3	-3	-2.1	1.2	15	3.6	-2.1
CN1CCN(C(=O)C2=C[C@H](c3coc4ccccc4c3=O)C[C@H](OCCCCO)O2)CC1	-4	-1.7	6	-6	-0.7	0.9	3	-2.2	0.7
CCOC(=O)N1CCN(C(=O)CSc2nnc(C3COc4ccccc4O3)o2)CC1 (stereo unspecified)	-3	-1.8	3	-6	0.1	-0.7	-1	-1.4	-3.7
COc1ccc(OC)c(NC(=O)CCCc2ccccc2)c1	-1	-1.8	1	9	-1.4	0.6	-5	-0.6	1.0

Some of the entries so far, in markdown:
| Structure | BoNT F protease | FadD28 FP inh | FBA Mtb inh | Anthrax LF prot | BoNT-A LC inh2 | Mtb UGM inh | GDH-TPI inh | PfHsp40 rescue | BioA inh |
| --- | --- | --- | --- | --- | --- | --- | --- | --- | --- |
| CC(=O)Cn1nnc2sc(-c3ccccc3)cc2c1=O | 1 | -1.6 | 21 | 6 | 1.9 | -0.3 | 10 | -0.4 | · |
| Cc1ccccc1N1CCN(C(=O)CCN2C(=O)c3ccccc3C2=O)CC1 | -13 | -3.2 | -3 | 0 | -0.3 | -2.0 | -6 | 2.9 | -1.4 |
| CCCCn1c(N)c(N(CCC(C)C)C(=O)c2ccc(C)o2)c(=O)[nH]c1=O | ? | 0.4 | 4 | -4 | -3.4 | 1.3 | 5 | -2.0 | -1.5 |
| COc1cccc(-n2nc(C(=O)Nc3ccc4c(c3)OCO4)c3ccccc3c2=O)c1 | 5 | 0.0 | 2 | 6 | 0.3 | 0.2 | 22 | 0.8 | 0.6 |
| S=c1[nH]nc(CSc2nc3ccccc3s2)n1C1CCCCC1 | -27 | 0.7 | 8 | 1 | -0.5 | -0.4 | 3 | 5.4 | -1.5 |
| COc1cc2nc(N(C)C)nc(N)c2cc1OC | 1 | -4.0 | 80* | 1 | 0.2 | 0.6 | 10 | 2.3 | 0.4 |
| CC1=NN(/C(=N\c2nnc(C)s2)Nc2ccc(C(C)(C)C)cc2)[C@H](c2ccc(C)cc2)S1 | -7 | -1.6 | 1 | 0 | 0.5 | 0.2 | 1 | 10 | 0.9 |
| CS(=O)(=O)N1CCN(C(=O)CCC2CCCC2)CC1 | 6 | -0.7 | 1 | -1 | 0.0 | 3.3 | 0 | -0.5 | 0.7 |
| O=C(O)c1cccc(CSc2n[nH]c(-c3ccc(Cl)cc3Cl)n2)c1 | 1 | -3.8 | -4 | -3 | 0.7 | 6.5 | -5 | 0.8 | · |
| COc1ccc(C2c3ccc(O)cc3Oc3ncn(Cc4ccco4)c(=N)c32)cc1 (stereo unspecified) | 2 | -3.4 | 1 | 2 | -0.1 | 0.5 | 10 | 0.5 | · |
| COC(=O)/C=C(\C)N=Nc1c(O)[nH]c2ccccc12 | -8 | -5.3 | -3 | -3 | -2.1 | 1.2 | 15 | 3.6 | -2.1 |
